GSK3A inh: human GSK-3 alpha kinase inhibition | ADP-Glo luminescence, 60 min | P49840 | AID 2650 | inhibition, % at 10 µM | hit rate 0.1% among 320,000;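 in the data active = inhibition above about 50%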;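 note: GST-tagged GSK-3 alpha with peptide substrate and 25 µM ATP; 0% = DMSO neutral wells and 100% = GW8510 positive control wells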
RGS4 act: potentiators or activators of RGS4 | HEK293 M3R/inducible RGS4, carbachol calcium flux Fluo4; hits give low values | B-score at 10 µM | hit rate 0.92% among 310,000 | AID 463111;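 active = B-score of the integrated calcium signal more than 4 SD below the library mean, with starting fluorescence not abnormally high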;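 note: negative B-score means reduced calcium response which marks RGS4 activation or potentiation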
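Material: Inducible-RGS4 HEK293 cells carrying M3 receptor; also added: carbachol at ECmax as muscarinic agonist stimulus; incubation: compound preincubation 20 min at room temperature before agonist; signal: Fluo4-AM (2 µM) calcium-flux fluorescence, kinetic read; measure: integrated calcium ratio converted to B score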
DYRK1A inh: inhibitors of rat Dyrk1A kinase. inhibition, % at 12.5 µM. Q63470. AID 504441. hit rate 0.43% among 310,000. ADP-Glo luminescence, NFATc1 peptide; in the data active = inhibition above about 50%;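 note: plate controls were vehicle with enzyme for no effect and no enzyme for full effect; many of its hits are not listed in these tables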
KCNQ1 block: blocks the human KCNQ1 potassium channel; P51787; CHO-K1 KCNQ1, FluxOR thallium flux fluorescence; hits give high values; B-score at 10 µM; hit rate 1.3% among 310,000;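 active = compounds whose thallium flux B-score, printed positive for inhibition, exceeds three library SD while starting fluorescence stays within three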;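 note: channel opened by potassium depolarization with thallium stimulus after 20 min compound exposure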
PolyA inh: blocks polyadenylation in yeast reporter cells; S. cerevisiae SKY197-pL101 polyadenylation reporter, beta-gal luminescence; efflux-impaired pdr1/pdr3 knockout yeast; score 100 = 6 SD above DMSO; calls only at 12 µM; hit rate 0.02% among 300,000;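 active = lowest replicate activity score at least 50, where 100 means six control SD above control mean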;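 note: yeast exposed to compound for 9 h at 30 °C; higher score means more reporter readthrough which indicates perturbed polyadenylation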
KCNQ1 act: potentiates or activates the human KCNQ1 potassium channel | hit rate 0.35% among 310,000 | P51787 | AID 2648 | CHO-K1 KCNQ1, thallium flux FluxOR fluorescence; hits give high values | B-score at 10 µM;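 active = fluorescence ratio B-score, a plate-corrected score, at least three library SD, with initial intensity B-score within 5 SD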
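Medium – assay buffer, equal DMSO in all wells · Material – CHO-K1 cell line with stable KCNQ1 potassium channel expression · Signal – kinetic FluxOR thallium fluorescence, 10-s 1-Hz baseline, 110-s post-stimulus read · Compound – single concentration per compound, DMSO matched to controls · Schedule – 37 °C overnight plating, 90-min dark dye load, 20-min compound pretreatment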
hERG rescue: compounds protecting human hERG from proarrhythmic drug block | activation (rescue from dofetilide block), less the hit threshold, % at 10 µM | Q12809 | CHO-hERG, FluxOR thallium flux, dofetilide IC70 present | hit rate 0.51% among 310,000;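 active = activation above the mean of controls blocked by dofetilide plus 5 SD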;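 note: thallium influx through hERG after potassium depolarization seen as dye fluorescence rise; in these data hits start at about 4.7%; inactives centre near -7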
Target sequence (Q12809 whole entry, looked up): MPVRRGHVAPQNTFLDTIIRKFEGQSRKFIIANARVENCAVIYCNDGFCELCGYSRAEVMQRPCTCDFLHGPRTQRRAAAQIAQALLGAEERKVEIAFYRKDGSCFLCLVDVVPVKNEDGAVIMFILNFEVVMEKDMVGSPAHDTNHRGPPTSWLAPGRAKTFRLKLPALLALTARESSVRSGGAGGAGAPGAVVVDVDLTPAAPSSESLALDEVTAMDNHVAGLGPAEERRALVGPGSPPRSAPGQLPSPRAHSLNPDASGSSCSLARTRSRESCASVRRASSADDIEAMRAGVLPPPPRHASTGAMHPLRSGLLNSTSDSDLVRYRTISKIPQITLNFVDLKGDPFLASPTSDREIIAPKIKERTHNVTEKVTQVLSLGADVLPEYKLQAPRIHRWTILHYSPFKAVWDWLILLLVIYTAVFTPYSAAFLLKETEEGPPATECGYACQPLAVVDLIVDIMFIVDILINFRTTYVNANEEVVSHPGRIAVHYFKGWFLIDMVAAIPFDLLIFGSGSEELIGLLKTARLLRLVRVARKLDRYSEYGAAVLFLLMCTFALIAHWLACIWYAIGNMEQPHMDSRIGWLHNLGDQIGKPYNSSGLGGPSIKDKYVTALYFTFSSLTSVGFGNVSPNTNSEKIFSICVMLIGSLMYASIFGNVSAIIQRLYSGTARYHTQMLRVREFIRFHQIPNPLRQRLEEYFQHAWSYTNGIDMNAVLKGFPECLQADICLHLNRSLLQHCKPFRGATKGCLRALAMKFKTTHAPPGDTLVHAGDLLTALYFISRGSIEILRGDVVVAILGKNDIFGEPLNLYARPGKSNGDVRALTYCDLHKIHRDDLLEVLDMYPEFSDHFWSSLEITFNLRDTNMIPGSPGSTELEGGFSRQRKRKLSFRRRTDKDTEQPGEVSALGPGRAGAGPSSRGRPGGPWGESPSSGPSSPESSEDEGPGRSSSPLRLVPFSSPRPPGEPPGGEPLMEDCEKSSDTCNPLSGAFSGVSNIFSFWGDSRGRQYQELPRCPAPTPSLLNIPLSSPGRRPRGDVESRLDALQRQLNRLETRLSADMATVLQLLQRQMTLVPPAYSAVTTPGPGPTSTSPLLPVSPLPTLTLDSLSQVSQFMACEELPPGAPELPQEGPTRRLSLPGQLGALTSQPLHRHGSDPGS
KCNK3 block: human KCNK3 channel inhibition, primary screen | O14649 | CHO-KCNK3 thallium flux, FluxOR fluorescence; hits give low values | B-score at 10 µM | hit rate 0.84% among 340,000;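 active = B-score under library mean minus 4 SD, starting fluorescence ratio at most library mean plus 5 SD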;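 note: more negative B-score means stronger inhibition of thallium flux through KCNK3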
GSK3beta inhib: blocks human GSK3beta kinase activity | hit rate 0.038% among 300,000 | GST-GSK3beta kinase, ADP-Glo luminescence, 60 min; hits give low values | AID 2097 | activity score (negative = inhibition), % at 10 µM | P49841;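 active = more than half of replicate wells score below -50%, meaning over 50% inhibition versus plate controls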;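 note: 0% = median DMSO wells and -100% = median GW8510 positive control wells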
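Test system – GST-tagged human GSK3beta kinase, cell-free · Incubation – 60 min enzyme reaction, room temperature · Signal – ADP-Glo luminescence · Also added – peptide substrate and ATP at 25 µM · Controls – DMSO neutral wells and GW8510 at 20 µM as positive · Buffer or medium – Tris/MgCl2 kinase buffer · Measure – Luminescence-derived activity versus plate DMSO and GW8510 wells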
HDAC3 inh: blocks human histone deacetylase 3 | O15379 | recombinant HDAC3, fluorogenic peptide/trypsin coupled, fluorescence | inhibition, % at 8.3 µM | hit rate 0.15% among 320,000 | AID 2718; in the data active = inhibition above about 26%, passing the limit was not always enough
KCNK9 inh: blocks the human KCNK9 two-pore domain potassium channel | Q9NPC2 | HEK293 KCNK9, FluxOR thallium flux fluorescence; hits give low values | B-score at 10 µM | hit rate 1.2% among 310,000 | AID 488922;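 active = ratio B-score over 3 SD below the library mean, with starting fluorescence within 5 SD of its mean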;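 note: negative B-score means less thallium flux so channel inhibition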
* marks the source's active call; other numbers are inactive results; i = inactive; / = not tested or not shown. The list is partial (hit frequency here may not be typical).

SMILES	GSK3A inh	RGS4 act	DYRK1A inh	KCNQ1 block	PolyA inh	KCNQ1 act	hERG rescue	KCNK3 block	GSK3beta inhib	HDAC3 inh	KCNK9 inh
OCc1cn(-c2ccccc2)nn1	0	i	0	i	i	i	-9	i	1	-10	i
COc1ccc(/C(N)=N/OC(=O)c2c(-c3ccccc3Cl)noc2C)cc1OC	-2	i	0	i	i	i	-8	i	0	5	i
Cc1sc2ncnc(OCC(=O)NC3CCS(=O)(=O)C3)c2c1C (configuration not stated)	3	i	11	i	i	i	-12	i	-2	/	i
Oc1ccc(/C=N/n2cc(-c3ccccc3)[nH]c2=S)cc1	4	i	3	i	i	i	-13	i	-3	1	i
CC(=O)Nc1ccc(C(=O)CSc2cc(C)c3cccc(C)c3n2)cc1	/	i	9	i	i	i	-9	i	4	/	i
COc1ccc(OCc2nnc(SCC(=O)NC3CCCCC3)o2)cc1	0	i	5	i	i	i	-5	i	-1	-7	i
O=C(NCc1ccc(F)c(F)c1)C1CCC(=O)N(CCc2ccccc2)C1 (configuration not stated)	/	i	-2	i	i	i	-12	i	3	/	i
CCOc1ccc(NC(=O)Cn2nnc(C(=O)NCc3ccco3)c2N)cc1	-1	i	3	i	i	i	0	i	0	3	i
CCOc1cccc(/C=N/NC(=O)C2CCCC2)c1O	0	i	1	i	i	i	-7	i	3	-4	i
O=C(COC(=O)C12CC3CC(CC(C3)C1)C2)Nc1ccc([N+](=O)[O-])cc1Cl	-2	i	-1	i	i	i	-7	i	1	6	i
O=C(CCC(=O)N(CC(=O)NC1CCCCC1)Cc1cccs1)Nc1ccccn1	2	i	2	i	i	i	-6	i	1	-5	i
Cc1ccccc1S(=O)(=O)NC1=NCCCCC1	-2	i	-9	i	i	i	-11	i	2	-7	i
CCC(=O)N1c2ccc(S(=O)(=O)CCC(=O)NC3CCCC3)cc2CC1C (configuration not stated)	-8	i	-3	i	i	i	-7	i	0	-4	i
C1=C(c2ccccc2)Nc2ncnn2C1c1ccccc1 (configuration not stated)	-6	i	5	i	i	i	-9	i	-19	20	i
COc1cc(OC)cc(-c2nnc(NC(=O)CCS(=O)(=O)c3ccccc3)o2)c1	-4	i	26	i	i	i	-10	i	-3	3	i
COc1ccc(-c2cn3nc(SCC(=O)NCC4CCCO4)ccc3n2)cc1 (configuration not stated)	0	i	-3	i	i	i	-11	i	1	-1	i
O=C(O)Cc1ccc(-c2ccccc2-c2ccccc2)cc1	-6	i	-2	i	i	i	-1	i	7	2	i
COC(=O)c1c(NC(=O)COC(=O)Cn2cnc3ccccc32)sc2c1CCCC2	-2	i	13	i	i	i	-9	i	0	-2	i
CCC(C)C(=O)Nc1nc(C)c(-c2csc(Nc3cc(OC)ccc3OC)n2)s1 (configuration not stated)	/	i	0	i	i	i	-26	i	2	3	-11*
COc1cccc(CNS(=O)(=O)c2ccc(-n3cnnn3)c(C)c2)c1	-22	i	-5	i	i	i	-2	i	2	5	i
CC(=O)c1sc(NC(=O)C(C)C)nc1C	-2	i	4	i	i	i	-1	i	-11	5	i
O=C1CC(NNc2ccccc2)C(=O)N1c1ccccc1 (configuration not stated)	-1	i	-10	i	i	i	-4	i	0	0	i
Cc1ccc(NC2OC(CO)C(O)C(O)C2O)cc1 (configuration not stated)	-4	i	-2	i	i	i	-9	i	1	1	i
O=C(CN(c1ccccc1F)S(=O)(=O)c1ccccc1)Nc1ccc2c(c1)OCCO2	1	i	5	i	i	i	-10	i	2	-1	i
c1ccc(Cn2c(CSc3nnnn3-c3ccccc3)nc3ccccc32)cc1	-3	i	-3	i	i	i	-4	i	2	4	i
Cc1ccc(C(=O)NCC(=O)Nc2ccncc2)cc1	3	i	9	i	i	i	-7	i	2	-3	i
COc1ccc(CCNC(=O)CCN2C(=O)COc3ccc(C)cc32)cc1OC	1	i	1	i	i	i	-15	i	2	-3	i
CCc1ccccc1N1CC23C=CC(O2)C(C(=O)OCC(C)C)C3C1=O (configuration not stated)	-2	i	13	i	i	i	-7	i	3	6	i
O=C1CC(N2CCN(c3ccc(F)cc3)CC2)C(=O)N1Cc1cccs1 (configuration not stated)	-1	i	1	i	i	i	-14	i	-3	-4	i
O=C(CSc1ccc2ccccc2c1Br)Nc1cccc(S(=O)(=O)NC2=NCCCCC2)c1	7	i	0	i	i	i	-4	i	-4	-7	i

Profiles as entered above.
Shown for `Cc1ccc(NC2OC(CO)C(O)C(O)C2O)cc1` (configuration not stated) → GSK3A inh = -4; RGS4 act = i; DYRK1A inh = -2; KCNQ1 block = i; PolyA inh = i; KCNQ1 act = i; hERG rescue = -9; KCNK3 block = i; GSK3beta inhib = 1; HDAC3 inh = 1; KCNK9 inh = i
Shown for `O=C(CN(c1ccccc1F)S(=O)(=O)c1ccccc1)Nc1ccc2c(c1)OCCO2` → GSK3A inh = 1; RGS4 act = i; DYRK1A inh = 5; KCNQ1 block = i; PolyA inh = i; KCNQ1 act = i; hERG rescue = -10; KCNK3 block = i; GSK3beta inhib = 2; HDAC3 inh = -1; KCNK9 inh = i

(more compounds)
SMILES	GSK3A inh	RGS4 act	DYRK1A inh	KCNQ1 block	PolyA inh	KCNQ1 act	hERG rescue	KCNK3 block	GSK3beta inhib	HDAC3 inh	KCNK9 inh
C=C(C)C1CCC2(C(=O)O)CCC3(C)C(CCC4C5(C)C(C=O)C(O)C(C)(C)C5CCC43C)C12 (configuration not stated)	0	i	1	i	i	i	-8	i	2	11	i
COc1ccc(OC)c(/C=c2\sc3nc(-c4cccs4)nn3c2=O)c1	-1	i	0	i	i	i	-19	i	1	-2	i
CCNC(=S)N/N=C(\C)c1ccc2ccccc2c1	-1	i	/	i	i	i	-6	/	3	11	i
Cc1cc(C)n2nc(SCC(=O)N/N=C/c3ccccn3)nc2n1	-2	i	-2	i	i	i	-6	i	-2	-5	i
CCc1ccc(C(=O)OCC(=O)NCCNC(=O)COC(=O)c2ccc(CC)cc2)cc1	-1	i	-8	i	i	i	-12	i	-1	1	i
CCOCc1nnc(NC(C)=O)s1	2	i	8	i	i	i	-3	i	2	-8	i
COc1cccc(OC)c1OC(=O)c1cnccn1	-3	i	-2	i	i	i	-7	i	-3	-7	i
Cc1cccn2c(=O)nc(SCC(=O)NCc3ccc4c(c3)OCO4)nc12	-2	i	7	i	i	i	-5	i	-2	3	i
CC1(O)C(=O)C=C2C=C(c3ccc(C#N)cc3)OC=C2C1=O (configuration not stated)	-3	i	/	i	i	i	-10	/	-1	-4	i
CN(C)c1ccc2c(=O)[nH][nH]c(=O)c2c1	1	i	12	i	i	i	-1	i	-1	/	i
COC(CNC(=O)c1ccc2nc3ccccc3c(=O)n2c1)OC	-6	i	11	i	i	i	-3	i	-3	-26	i
O=C(NNC(=O)c1cccnc1SCc1cccc([N+](=O)[O-])c1)c1cccnc1	-1	i	-5	i	i	i	-4	i	3	4	i
COc1ccc(OC)c(NC(=O)c2cccc(Cn3cc(Br)c([N+](=O)[O-])n3)c2)c1	4	i	0	i	i	i	-8	i	-4	3	i
Cc1ccc(-n2[nH]c(C)c(CCC#N)c2=O)cc1	10	i	-3	i	i	i	-6	i	-3	1	i
Nc1c(Cl)cc(C2=NCCn3c2c2ccc([N+](=O)[O-])cc2[n+]3[O-])cc1Cl	4	i	5	i	i	i	-16	i	-1	-7	i
CCc1cc2cc3c(cc2nc1SCC(=O)Nc1cc(OC)c(OC)cc1C(=O)O)OCO3	1	i	/	i	i	i	-4	/	7	2	i
O=C(Nc1cccc(Cl)c1)c1ccc(NCC2CCCO2)c([N+](=O)[O-])c1 (configuration not stated)	-2	i	1	i	i	i	-8	i	2	-3	i
COc1cccc(/C=N/NC(=O)c2ccc3nc[nH]c3c2)c1O	-1	i	-6	i	i	i	-14	i	-1	14	i
COc1ccc(-c2sc3ccccc3c2C#CC2(O)CCCCC2)cc1	-1	i	9	i	i	i	-6	i	2	4	i
COc1ccc(CCNC(=S)N(C)C)cc1OC	4	i	/	i	i	i	-3	i	1	3	i
O=C(CCCCCCC(=O)NCc1ccccc1)NCc1ccccc1	-3	i	2	i	i	i	-4	i	1	-4	i
O=C(NC1CCCCC1)N1CCC(n2c(=O)[nH]c3ccccc32)CC1	0	i	6	i	i	i	-6	i	0	2	i
CCOc1ccc(-c2nnc3ccc(SCc4ccc(C(=O)OC)o4)nn23)cc1	2	i	11	i	i	i	-7	i	/	6	i
Cc1ccoc1C(=O)NCCNc1ccc(Cl)cc1[N+](=O)[O-]	2	i	-4	i	i	i	-1	i	-5	1	i
O=C(O)C1CCCCC1C(=O)Nc1ccc(F)c(F)c1 (configuration not stated)	-1	i	-7	i	i	i	-6	i	5	11	i
CCOC(=O)CCCCC(=O)c1[nH]c(=O)[nH]c1CN1CCOCC1	-2	i	28	i	i	i	-6	i	-1	-2	i
CC(C)(C)c1ccc(C(=O)NCC(=O)OCC(=O)Nc2ccc3c(c2)OCCO3)cc1	1	i	2	i	/	i	-8	i	2	-1	i
O=C(CSc1nnc(-c2ccncc2)n1CCc1ccccc1)N1CCCC1	0	i	/	i	i	i	-7	/	0	-1	i
O=C(C1=C(O)C(=O)N(CCN2CCOCC2)C1c1ccc([N+](=O)[O-])cc1)c1cccs1 (configuration not stated)	-1	i	-2	i	i	i	-2	i	0	3	i
Cc1cc(NC(=O)CSc2nnc(Cn3c(=O)sc4ccccc43)n2-c2ccccc2C)no1	0	i	-3	i	i	i	-6	i	-15	-3	i
Cc1ccc(C)n1-c1cc([N+](=O)[O-])ccc1-n1ccnc1	-1	i	/	i	i	i	-7	i	-18	1	i
CC(/C=N/NC(=O)c1ccco1)=C\c1ccccc1	-2	i	-1	i	i	i	-6	i	0	7	i
CC(=O)c1ccc(S(=O)(=O)N(C)CC(=O)NCC2CCCCC2)cc1	1	i	0	i	i	i	-6	i	2	2	i
Cc1ccc2nc(COc3ccc(Cl)cc3)cc(=O)n2c1	0	i	/	i	i	i	-2	i	4	-5	i
COC(=O)c1cccc(Cn2cc([N+](=O)[O-])cn2)c1	5	i	/	i	i	i	0	/	3	1	i
CCc1ccc(C(=O)c2ccccc2C(=O)O)s1	-2	i	0	i	i	i	-12	i	0	5	i
O=C(NCCCN1CCOCC1)c1cc(-c2ccc(F)cc2)on1	-2	i	-10	i	i	i	-10	i	-1	-4	i
CSc1nccc(NC(=O)c2cccc(Br)c2)n1	4	i	18	i	i	i	-4	i	1	-2	i
